Assay outcomes (PubChem BioAssay)
ERp5 inh – ERp5 (human) disulfide isomerase inhibition; Q15084; ERp5 insulin aggregation, absorbance 650 nm, 90 min; inhibition, % at 9.99 µM; 0.05% of 350,000 active; AID 651711;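 active = mean replicate inhibition above about 25%, with every replicate also reaching it, limit read from the data, passing the limit was not always enough; inconclusive = only one of those two criteria met; inactive = neither criterion met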
Statin myotox sup – protects C2C12 myotubes from simvastatin toxicity; rescue of ATP level, % at 7.49 µM; ATP luminescence, 48 h; scaled: DMSO 0, geranylgeraniol control 100; 0.78% of 330,000 active; AID 602340;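 active = mean ATP rescue above about 67%, or every replicate alone reaching that limit, limit read from the data, passing the limit was not always enough; inconclusive = no clear call, values can overlap the other calls; inactive = mean under the limit and some replicate under it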;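 note: myotubes were challenged with 10 µM simvastatin during compound exposure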
SIRT5 block – inhibitors of human sirtuin-5 desuccinylase. Q9NXA8. Purified SirT5, succinyl-peptide AMC, trypsin-coupled fluorescence. inhibition, % at 15 µM. 1.1% of 330,000 active; in the data active = inhibition above about 15%; inconclusive = no clear call, values can overlap the other calls
Target sequence (Q9NXA8 whole entry, looked up): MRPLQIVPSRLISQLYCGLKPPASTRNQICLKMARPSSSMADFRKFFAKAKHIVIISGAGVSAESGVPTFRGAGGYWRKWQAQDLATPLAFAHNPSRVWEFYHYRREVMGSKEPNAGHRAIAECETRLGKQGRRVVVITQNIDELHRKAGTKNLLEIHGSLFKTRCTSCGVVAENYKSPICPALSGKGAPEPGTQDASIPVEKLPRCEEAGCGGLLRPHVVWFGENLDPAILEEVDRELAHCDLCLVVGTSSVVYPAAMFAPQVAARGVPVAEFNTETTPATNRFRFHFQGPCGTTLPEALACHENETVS
S100A4 MyoIIA – blocks human S100A4 binding to myosin IIA peptide | inhibition, % at 10.7 µM | S100A4/TAMRA-MyoIIA peptide fluorescence polarization | 0.14% of 360,000 active | AID 652163;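 active = mean inhibition of at least 70% across replicates, with every replicate also reaching that level; inconclusive = mean inhibition reaches 70% but some replicates fall short; inactive = mean inhibition below 70%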
Target sequence (P26447 whole entry, looked up): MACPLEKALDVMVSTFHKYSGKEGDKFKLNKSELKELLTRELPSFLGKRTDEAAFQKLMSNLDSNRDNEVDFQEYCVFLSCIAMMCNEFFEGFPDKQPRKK
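Test system: S100A4 monomer protein; Medium: HEPES pH 7.2 with CaCl2, KCl, NaCl, DTT, Triton; Probe or stimulus: TAMRA-labelled myosin IIA heavy-chain peptide probe, 5 nM; Doses: one dose per compound; Times: polarization read 5 min after assay mix addition, stable 5–60 min; Benchmarks: neutral control DMSO, positive control TFP.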
DENV2 CPE rescue – protects cells from dengue virus 2 cytopathic effect; DENV2-infected cells, cytopathic effect rescue, plate reader; 1.7% of 350,000 active; AID 651640; CPE inhibition, % at 9.99 µM; in the data active = CPE inhibition above about 20%, passing the limit was not always enough; inconclusive = no clear call, values can overlap the other calls; tested in BHK-21 cells;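 note: 0% = median of neutral control wells and 100% = median of positive control wells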
PglD inh – inhibitors of Campylobacter jejuni PglD acetyltransferase. purified PglD enzyme, DTNB colorimetric CoA detection. 0.098% of 360,000 active. inhibition, % at 12.5 µM; in the data active = inhibition above about 16%, passing the limit was not always enough; inconclusive = no clear call, values can overlap the other calls; note: strong numbers were not always called active
E-sel inducer – induces E-selectin expression in human endothelial cells | HUVEC E-selectin immunofluorescence imaging; normalized: neutral wells 0, TNF-alpha wells 100 | 0.37% of 260,000 active | activation, % at 7.58 µM | AID 686992 | P16581;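 active = mean E-selectin-positive cell signal at least 10% of the positive control, reached in at least 60% of replicates, without over 20% cell loss; inconclusive = no rule given, readout overlaps actives, possibly toxicity-flagged; inactive = the rest, including those meeting only one limit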;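 note: in these data hits start at about 27%; measured in HUVEC primary endothelial cells; signal is the percent of cells scored E-selectin positive by PE staining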
Target sequence (P16581 whole entry, looked up): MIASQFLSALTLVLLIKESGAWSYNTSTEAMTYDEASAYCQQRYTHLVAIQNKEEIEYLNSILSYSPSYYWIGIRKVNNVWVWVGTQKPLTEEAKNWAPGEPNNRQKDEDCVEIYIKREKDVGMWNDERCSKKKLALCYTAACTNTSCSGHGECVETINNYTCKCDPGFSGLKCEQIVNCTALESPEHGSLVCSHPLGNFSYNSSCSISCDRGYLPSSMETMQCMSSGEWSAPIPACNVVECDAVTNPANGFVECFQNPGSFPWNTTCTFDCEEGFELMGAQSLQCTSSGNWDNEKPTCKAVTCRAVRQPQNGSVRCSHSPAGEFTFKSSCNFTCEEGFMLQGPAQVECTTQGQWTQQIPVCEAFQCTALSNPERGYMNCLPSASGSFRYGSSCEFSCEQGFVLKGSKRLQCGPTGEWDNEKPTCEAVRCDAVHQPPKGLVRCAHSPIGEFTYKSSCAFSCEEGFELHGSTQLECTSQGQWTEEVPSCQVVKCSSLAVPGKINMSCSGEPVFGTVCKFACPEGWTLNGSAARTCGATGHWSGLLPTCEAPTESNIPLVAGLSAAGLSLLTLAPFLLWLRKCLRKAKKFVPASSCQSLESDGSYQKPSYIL
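Test system – human umbilical vein endothelial cells (HUVEC), E-selectin induction · Input – 3,000 HUVEC seeded per well · Buffer or medium – EGM-2, gelatin · Compound dosing – single-point compound dose · Detection – immunofluorescence imaging · Measure – percent E-selectin-positive cells · Controls – TNF-alpha high, DMSO low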
An asterisk follows results filed as active; ? = inconclusive; / = not tested or not shown; & = joins results of further samples. These rows are one share of the data, so the mix of outcomes need not match the whole.

SMILES	ERp5 inh	Statin myotox sup	SIRT5 block	S100A4 MyoIIA	DENV2 CPE rescue	PglD inh	E-sel inducer
C[C@@H]1CN([C@H](C)CO)C(=O)Cc2cc(NC(=O)NC3CCCCC3)ccc2O[C@@H]1CN(C)Cc1ccncc1	-3	-27	-2	-3	/	-3	/
CCOC(=O)[C@H]1[C@H]2COc3ccc(OC)cc3[C@@H]2N2C(=O)c3cc(OC)c(OC)cc3NC(=O)[C@@]12C	4	-7	/	3	10	-4	0.0
Cc1ccc(S(=O)(=O)N[C@H]2CC[C@H](CCNC(=O)C3CCCC3)O[C@H]2CO)cc1	-4	0	-2	-4	27*	-3	0.4
COCC(=O)N1CC[C@@H]2[C@H]1c1cc(-c3ccc(OC)cc3)ccc1N(C)[C@H]2CO	3	12	2	12	1	4	0.2
CCOC(=O)C1=C(COC(=O)c2cc(Br)c(Br)s2)NC(=O)NC1C (centres undefined)	2	-1	4	2	-4	-4	0.0
C[C@@H]1CN([C@@H](C)CO)C(=O)c2cccc(NC(=O)C3CC3)c2O[C@H]1CN(C)Cc1ccc(C(=O)Nc2ccccc2N)cc1	-2	-2	/	-7	0	-6	1.5
CCNC(=O)NC(=O)C(C)OC(=O)C1CCN(S(=O)(=O)c2ccccc2C(=O)OC)CC1 (centres undefined)	-5	-2	-1	17	/	0	2.9
COc1ccc(-n2c(=O)c3c4c(sc3n(CC(N)=O)c2=O)CCCCC4)cc1	/	/	-3	-5	-2	/	/
COc1cc(CCC(C)=O)ccc1OC(=O)c1c(F)cccc1Cl	-5	-14	7	13	14	6	-0.4
CCCCCCSc1ccc(-c2nc3ccccn3c2NCCCC)cc1	4	-1	/	-3	5	-1	-0.1
CC(C)N(C[C@@H]1[C@H](c2ccccc2)[C@@H](CO)N1S(C)(=O)=O)C(=O)CN(C)C	-2	-2	2	-3	55*	-2	0.0
CC(C)C(NC(=O)OC(C)(C)C)C(=O)NC(CCC(=O)OCc1ccccc1)C(N)=O (centres undefined)	1	/	-1	1	3	/	1.8
O=C(C[C@@H]1CC[C@@H](NS(=O)(=O)c2ccccc2)[C@@H](CO)O1)NCCN1CCCCC1	-3	-10	2	-1	-2	1	-1.4
CCOC(=O)C(C)Sc1nc2c(c(-c3cccs3)c1C#N)CCC2 (centres undefined)	4	/	-1	-5	8	/	11
CCOc1ccc(S(=O)(=O)N2CCC(C(=O)N3CCN(c4ccccc4F)CC3)CC2)cc1C	2	/	2	8	?	2	/
COc1ccccc1-c1ccc2c(c1)O[C@@H](CN(C)C(=O)Nc1cccc(F)c1)[C@H](C)CN([C@H](C)CO)S2(=O)=O	4&-8&-3	4&-63&-57	-1&9&4	-1&-18&-22	2&-11&-1	-1&1&0	-0.2
C[C@@H]1CCCCO[C@H](CN(C)C(=O)NC2CCCCC2)[C@@H](C)CN([C@H](C)CO)C(=O)c2cc(NS(=O)(=O)c3ccc(F)cc3)ccc2O1	0	/	1	-4	9	-1	/
COc1ccc(S(=O)(=O)Nc2ccc3c(c2)C(=O)N([C@@H](C)CO)C[C@H](C)[C@H](CN(C)C(=O)CCC(F)(F)F)OCCCC[C@H](C)O3)cc1	-4	/	3	-5	-4	3	0.1
COC(=O)Cc1ccc(NC(=S)NCc2ccc(OC)cc2)cc1	-3	3	-3	-7	16	2	-2.7
CCN(CC(=O)NCc1ccc(Cl)cc1)C(=O)CSc1ccccc1F	2	13	-3	-1	19	2	0.8
O=C(/C=C/c1ccccc1)NC(=S)Nc1ccc(CN2CCOCC2)cc1	2	/	-4	0	0	/	/
Cc1ccc(C(C)C)c(OCC(=O)NNC(=O)CC2OC(=O)c3ccccc32)c1 (centres undefined)	8	-16	-3	4	-7	3	2.6
CC1(C(=O)NS(=O)(=O)c2cccc(OC(F)F)c2)CCN1C(=O)Cc1ccccc1 (centres undefined)	2	2	/	-5	0	-9	-0.2
CCOC(=O)[C@]12CCCC=C1N(Cc1cccc3ccccc13)C(=O)[C@H](CC(=O)NCc1ccc(C)o1)C2	-5	/	/	-5	-5	/	-0.7
O=C(C1CC1)N1CC[C@@H]2[C@H](CO)Nc3ccc(C#Cc4ccc(F)cc4)cc3[C@@H]21	/	5	/	/	-13	3	34*
C[C@@H]1CCCCO[C@@H](CN(C)C(=O)Nc2ccccc2)[C@@H](C)CN([C@H](C)CO)C(=O)c2cc(NC(=O)Nc3ccc(F)cc3)ccc2O1	6	/	1	6	-1	8	0.1
Cc1ccccc1NC(=O)Cn1c(=O)n(CC2CCCO2)c(=O)c2ccccc21 (centres undefined)	-2	7	-1	-6	4	5	/
OC1c2cc(Br)ccc2N=C2CCCCCN21 (centres undefined)	-1	-2	-3	-3	-8	-5	-1.2
C[C@@H]1CN([C@@H](C)CO)S(=O)(=O)c2ccc(C3=CCCCC3)cc2O[C@H]1CN(C)S(=O)(=O)c1ccc(F)cc1	-4	-41	26*	6	?	-1	-0.3
Cc1ccc(S(=O)(=O)N(CC(=O)NCC2CCCO2)C2CCCCC2)cc1 (centres undefined)	1	-5	1	4	-5	-6	-0.1
O=C(c1ccccn1)N1CC2(C1)[C@H](c1ccccc1)[C@H](CO)N2Cc1ccc(F)cc1	2	/	-3	-7	4	/	-0.2
C[C@@H]1CN([C@H](C)CO)S(=O)(=O)c2ccc(C#CC3(O)CCCC3)cc2O[C@H]1CN(C)C(=O)Nc1cccc(F)c1	6	-92	-5	6	-16	1	0.5
C[C@@H]1CN([C@H](C)CO)C(=O)c2cc(NS(=O)(=O)c3ccccc3)ccc2O[C@@H](C)CCCCO[C@H]1CN(C)Cc1ccc2c(c1)OCO2	1	/	15	-1	-3	12	/
Cc1cccc(NC(=O)NC2(C(=O)NCc3ccco3)CCCCC2)c1	2	-4	1	-1	-2	0	/
O=C(NC1CC1)C1CC(=O)N(c2ccccc2)C1 (centres undefined)	3	1	-5	7	-2	-5	/
COC(=O)[C@]12C[C@H](CC(=O)N3CCSCC3)C(=O)N(Cc3ccccc3)C1=C[C@H](C(C)(C)C)O[C@@H]2C	3	/	/	-2	-5	/	-0.2
CC(C)N1CCN(C(=O)c2ccc([N+](=O)[O-])cc2)CC1	1	/	-4	0	12	1	1.0
CC(=O)N(CN1C(=O)CCC1=O)c1ccc(Cl)c(Cl)c1	-2	/	1	-4	10	/	/
Cc1ccc(S(=O)(=O)NC(=O)C2(C)CCN2C(=O)C2(c3ccc(Cl)cc3)CCC2)cc1 (centres undefined)	-7	15	2	3	-11	0	/
Cc1c(S(=O)(=O)N2CCC(C)CC2)c(=O)n(C)c(=O)n1C	1	-22	-1	-4	-7	7	/
C[C@H](CO)N1C[C@H](C)[C@@H](CN(C)C(=O)Nc2ccnc(N3CCOCC3)c2)OCc2ccccc2-c2ccccc2C1=O	-2	1	-4	9	-1	0	0.1
CCS(=O)(=O)N1CC(=O)N2[C@H](CO)[C@@H](c3ccc(C#Cc4cccc(F)c4)cc3)[C@@H]2C1	0	/	-1	1	-4	/	-0.6
CN(C1CCCCC1)C(CNS(=O)(=O)c1ccccc1)c1ccccc1 (centres undefined)	-2	2	0	-3	5	6	/
C[C@H](CO)N1C[C@H](C)[C@@H](CN(C)Cc2ccccc2C(F)(F)F)OCc2ccccc2-c2c(n(C)c3ccccc23)C1=O	/	/	-2	0	-1	/	5.7
COC(=O)C1=C(C)N(CCCC(=O)O)C(=O)NC1c1ccccc1OS(=O)(=O)c1ccc([N+](=O)[O-])cc1 (centres undefined)	-5	-2	-2	-3	0	2	0.1
COc1ccc(NC(=O)N(C)C[C@@H]2Oc3ccc(NC(=O)CCCCCC(=O)Nc4ccccc4N)cc3C(=O)N([C@H](C)CO)C[C@@H]2C)cc1	-3	/	/	-3	53*	/	/
CC1CCCC(C)N1/N=C/C=C/c1ccccc1[N+](=O)[O-] (centres undefined)	-1	/	-1	-14	5	/	3.0
Cn1nc(C(C)(C)C)cc1C(=O)NCc1cc(F)cc2c1OCOC2	19	/	/	-3	-7	5	/
CC(=O)NC(c1ccccc1)c1nc(-c2ccc(Cl)cc2)cs1 (centres undefined)	2	1	/	-2	9	4	-0.1
CO[C@@H]1CN(C)C(=O)c2cc(NC(=O)Nc3ccccc3Cl)ccc2OC[C@@H](C)N(C(C)=O)C[C@H]1C	-1	19	-3	-6	18	0	-0.1
Cc1cc2c(nc1C)CCCN2C	1	/	/	1	-5	/	-0.1
Cc1ccc(/C=N/NC(=O)Cn2nc(C)c([N+](=O)[O-])c2C)o1	4	/	-3	0	-1	/	1.2
C[C@H]1CN([C@@H](C)CO)C(=O)Cc2cc(NS(=O)(=O)c3cn(C)cn3)ccc2O[C@@H]1CN(C)S(=O)(=O)c1ccc(Cl)cc1	-7	-1	3	7	/	4	-0.1
O=C(Nc1ccccc1F)N[C@@H]1CC[C@H](CCNC(=O)C2CC2)O[C@H]1CO	-4	0	1	-54	1	-1	-0.2
CCN1CCCC1CNS(=O)(=O)c1c(C)cc(C)cc1C (centres undefined)	-2	-9	-2	-8	-5	3	0.8
COC(=O)c1ccc(OC(=O)c2ccccc2F)cc1	-9	/	1	-1	-5	/	-1.8
Cc1cc(C(=O)COC(=O)c2cc(Cl)c(O)c(Cl)c2)c(C)n1C	-2	3	5	0	/	4	/
Cc1cc(Cl)c(S(=O)(=O)N2CCN(c3cccc(C)c3C)CC2)cc1OCC(N)=O	1	1	-2	1	/	3	-1.2
C[C@@H]1CN([C@@H](C)CO)C(=O)c2cccc(NC(=O)C3CCOCC3)c2O[C@H]1CN(C)CC1CC1	1	0	-4	-9	0	-1	-0.3
CCN(CCO)Cc1cc(=O)oc2cc3c(cc12)CCC3	-1	/	-2	0	5	/	3.6

Further records:
SMILES	ERp5 inh	Statin myotox sup	SIRT5 block	S100A4 MyoIIA	DENV2 CPE rescue	PglD inh	E-sel inducer
Cc1cc(C)cc(N(CC(=O)NCc2cccnc2)S(C)(=O)=O)c1	4	1	0	0	6	-3	/
COc1cccc(C#Cc2ccc3c(c2)[C@H]2[C@H](CCN2C(=O)CC2CC2)[C@H](CO)N3)c1	-2	/	0	-6	0	/	0.0
C[C@H](CO)N1C[C@H](C)[C@@H](CN(C)C(=O)NC2CCCCC2)Oc2ccc(NC(=O)Cc3ccccc3)cc2CC1=O	-2	-7	-4	3	6	-5	-3.2
CCOc1ccccc1N(CC)C(=O)c1ccc2c(=O)n3c(nc2c1)CCCCC3	3	-7	1	-3	3	3	/
O=C(C[C@H]1C/C=C\CC[C@@H](Cc2ccc(F)cc2)C(=O)OC[C@H]2CCCN2C1=O)N[C@@H](CO)Cc1ccccc1	-3	14	3	-2	16	3	-0.1
COc1ccc(CCN2CC(C(=O)N3CCC(O)(c4ccccc4)CC3)CCC2=O)cc1 (centres undefined)	3	-8	-3	3	-3	-1	-0.6
Cc1ccc(NC(=O)c2c3c(nc4ccccc24)CCC3)cc1S(=O)(=O)N(C)C	-1	/	-4	-10	9	/	/
COc1ccc(CC(=O)O/N=C(\N)c2ccc(Br)cc2)cc1OC	0	1	1	-1	0	-6	-0.9

Record cards, as listed above:
Listed for COc1ccc(CCN2CC(C(=O)N3CCC(O)(c4ccccc4)CC3)CCC2=O)cc1 (centres undefined) = ERp5 inh = 3; Statin myotox sup = -8; SIRT5 block = -3; S100A4 MyoIIA = 3; DENV2 CPE rescue = -3; PglD inh = -1; E-sel inducer = -0.6
Listed for CCOc1ccccc1N(CC)C(=O)c1ccc2c(=O)n3c(nc2c1)CCCCC3 = ERp5 inh = 3; Statin myotox sup = -7; SIRT5 block = 1; S100A4 MyoIIA = -3; DENV2 CPE rescue = 3; PglD inh = 3; E-sel inducer = /
